From PubChem BioAssay
Fam108B counter – mouse Fam108B serine hydrolase inhibitors, primary screen, counter-screen for RBBP9 inhibitor project, biochemical, fluorescence polarization | inhibition, % at 9.51 µM | 0.33% of 300,000 active | AID 1947, 2009 | recombinant Fam108B, FP-Rh probe fluorescence polarization;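 active means inhibition above the screen mean inhibition plus 3 SD, computed separately per campaign, cut at about 18% in these data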;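 further: inhibitors lower polarization as less probe binds the enzyme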
AGP1 TOR yeast – modulators of AGP1-GFP expression in yeast TOR pathway, primary screen, cell-based, multiplex flow cytometry, S. cerevisiae, MLPCN library; 3 h; GFP as percent of DMSO wells; GFP response vs DMSO, % at 10 µM; 0.02% of 320,000 active; AID 2066, 2009;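 active means GFP response relative to DMSO above a set limit, near screen average plus 3 SD, cut at about 150% in these data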;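 further: median GFP channel fluorescence of the gated AGP1 strain per well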
MEX-5 binding – MEX-5 zinc finger RNA-binding disruptors – biochemical, C. elegans, fluorescence polarization, MLPCN library, primary screen. activity score (negative = inhibition of binding), % at 10 µM. AID 1832, 2009. 0.38% of 300,000 active. Zinc finger protein mex-5 (Caenorhabditis elegans), Q9XUB2. MEX-5/FITC-TCR2 RNA binding; hits give low values;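 active means inhibition past about -25% in most replicates, and total fluorescence under double the plate's negative control median, limit read from the data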;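 further: 0% = DMSO and -100% = 5 µM competing unlabeled TCR2 RNA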
Target sequence (Q9XUB2 whole entry, looked up): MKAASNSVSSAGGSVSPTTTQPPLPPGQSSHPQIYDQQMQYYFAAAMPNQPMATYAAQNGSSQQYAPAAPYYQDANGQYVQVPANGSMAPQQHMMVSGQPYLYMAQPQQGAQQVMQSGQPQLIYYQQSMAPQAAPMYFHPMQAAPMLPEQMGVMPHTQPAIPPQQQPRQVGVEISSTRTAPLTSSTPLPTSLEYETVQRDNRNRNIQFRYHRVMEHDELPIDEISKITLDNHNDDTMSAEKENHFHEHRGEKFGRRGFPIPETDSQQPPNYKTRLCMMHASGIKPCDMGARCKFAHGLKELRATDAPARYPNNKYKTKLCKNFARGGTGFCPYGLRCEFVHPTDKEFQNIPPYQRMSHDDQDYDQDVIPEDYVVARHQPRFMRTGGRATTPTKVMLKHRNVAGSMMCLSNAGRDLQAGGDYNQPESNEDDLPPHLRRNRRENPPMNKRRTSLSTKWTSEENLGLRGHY
VLA-4 inh – inhibition in human VLA-4 binding assay, primary screen, VLA-4 allosteric modulator project, MLPCN library, flow cytometry, VLA-4 expressing cells | Integrin alpha-4 (Homo sapiens), P13612 | ligand binding flow cytometry | inhibition, % (about 7 µM as worked out from the volumes in the protocol) | 0.2% of 330,000 active | AID 2557, 2010; in the data active means inhibition above about 50%
GRK2 inh – compounds blocking aptamer binding on GRK2 – biochemical, human GRK2, bead flow cytometry, HTS, primary screen; Beta-adrenergic receptor kinase 1 (Homo sapiens), P25098; inhibition of aptamer binding, % at 10 µM; FAM-aptamer displacement from GRK2; 0.59% of 330,000 active; AID 488847, 2010;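 active means inhibition of aptamer binding above 40%, roughly 3 SD of noise, on plates passing a quality check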;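 further: median bead fluorescence of bound FAM aptamer so fluorescent compounds give negative values; no value below 0 was filed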
MCL1 BIM primary – inhibitors of MCL1 binding to BIM-BH3, primary screen, biochemical, fluorescence polarization; 0.68% of 320,000 active; inhibition, % at 10.9 µM; GST-MCL1 / FITC-Bim-BH3 fluorescence polarization;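 active means inhibition above the mean inhibition of all tested compounds plus 3 SD, set per campaign, cut at about 40% in these data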;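 further: 0% = DMSO wells and 100% = unlabeled Bim-BH3 peptide control; higher means more loss of mP so more displacement of Bim peptide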
Target sequence (Q07820 whole entry, looked up): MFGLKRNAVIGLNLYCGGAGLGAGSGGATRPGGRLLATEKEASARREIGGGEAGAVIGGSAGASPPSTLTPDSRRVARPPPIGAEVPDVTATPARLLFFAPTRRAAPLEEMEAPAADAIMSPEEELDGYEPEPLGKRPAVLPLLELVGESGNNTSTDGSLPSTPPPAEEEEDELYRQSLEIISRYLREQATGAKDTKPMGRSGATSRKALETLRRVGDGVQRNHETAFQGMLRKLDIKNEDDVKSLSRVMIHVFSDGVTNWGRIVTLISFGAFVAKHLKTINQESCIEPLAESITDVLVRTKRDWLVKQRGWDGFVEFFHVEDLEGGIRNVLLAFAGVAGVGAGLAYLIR
Bcl-xL primary – inhibitors of human Bcl-xL, primary screen, biochemical, fluorescence polarization, HTS | Bcl-2-like protein 1 (Homo sapiens), Q07817 | GST-Bcl-xL / FITC-Bim BH3 peptide fluorescence polarization | inhibition, % at 10.9 µM | 0.7% of 320,000 active | AID 2129, 2009;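 active means inhibition above the mean of all tested compounds plus 3 SD, cutoff set per campaign, cut at about 30% in these data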;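 further: 0% = DMSO wells and 100% = unlabeled Bim-BH3 peptide competitor; inhibitors lower millipolarization by displacing the labeled peptide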
Target sequence (Q07817 whole entry, looked up): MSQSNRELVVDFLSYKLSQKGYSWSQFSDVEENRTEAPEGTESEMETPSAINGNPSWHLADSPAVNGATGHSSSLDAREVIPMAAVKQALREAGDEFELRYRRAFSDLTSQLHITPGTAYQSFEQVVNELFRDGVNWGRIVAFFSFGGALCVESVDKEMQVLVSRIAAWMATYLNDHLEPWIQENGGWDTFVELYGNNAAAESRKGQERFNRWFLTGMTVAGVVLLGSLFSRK
CIT2 TOR yeast – modulators of CIT2-GFP expression in yeast, primary screen, S. cerevisiae, GFP fusion, multiplex flow cytometry, MLPCN library. S. cerevisiae CIT2-GFP strain, 3 h; 100 means same as DMSO wells. 0.065% of 320,000 active. GFP response vs DMSO, % at 10 µM;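 active means GFP response relative to DMSO above a set limit, near the screen mean plus 3 SD, cut at about 150% in these data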;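 further: ratio of well median GFP fluorescence to mean of DMSO wells on the plate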
GLD-1 RNA inh – GLD-1/TGE RNA complex disruptors, primary screen, biochemical, fluorescence polarization. inhibition, % at 5.96 µM. AID 2280, 2010. purified GLD-1 + fluorescein TGE RNA. Female germline-specific tumor suppressor gld-1 (Caenorhabditis elegans), Q17339. 0.44% of 320,000 active;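 active means percent inhibition above a per-plate cutoff, the plate mean of test compounds plus 3 SD, cut at about 30% in these data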;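 further: 0% = DMSO wells with GLD-1 and probe and 100% = wells lacking GLD-1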
* hit, by the source's call; nt = no result given.

SMILES	Fam108B counter	AGP1 TOR yeast	MEX-5 binding	VLA-4 inh	GRK2 inh	MCL1 BIM primary	Bcl-xL primary	CIT2 TOR yeast	GLD-1 RNA inh
N=C1c2ccccc2CN1NC(=O)c1ccc(Br)cc1	3	101	-0.4	-18	5	-2	9	106	9
CC(=O)C1C2c3ccccc3OC1(C)N=c1s/c(=C/c3cnn(C)c3)c(=O)n12 (stereo not given)	-5	105	-2.9	-5	0	1	6	100	2
COc1ccc(C(=O)CN2CCCCC2)cc1	3	97	2.9	-3	2	8	3	100	15
NCCc1ccccc1	-2	102	-1.4	32	2	1	3	100	6
COc1ccc(CNCCc2c(C)[nH]c3ccc(OC(F)(F)F)cc23)c(OC)c1	0	100	-2.6	20	0	9	3	101	-5
O=c1[nH]cc(COCC(F)(F)C(F)(F)C(F)(F)F)c(=O)[nH]1	0	102	-0.1	-3	0	12	4	106	-2
C=CCn1c(O)c(C=Nc2ccc(F)cc2)c(=O)[nH]c1=O	0	102	2.5	-1	3	6	8	103	1
CCN(CC)CCNCc1nc2ccccc2c(=O)n1-c1ccc(F)cc1	0	100	1.3	-9	0	5	0	98	4
CCc1nc(N2CCNCC2)c(C#N)c2c1CSC(C)(C)C2	-4	97	0.2	0	0	9	10	97	1
O=[N+]([O-])c1cc2c(cc1CNCCc1ccc3c(c1)OCO3)OCO2	4	102	-0.7	14	0	-3	2	98	-1
C[N+]1(C)[C@@H]2CC[C@H]1CC(OC(=O)[C@@H](CO)c1ccccc1)C2 (stereo not given in full)	4	105	-1.4	0	8	-17	-5	97	4
O=C1NC(=O)N(Cc2ccc(F)cc2)C(=O)/C1=C\c1ccc(N2CCCC2)cc1	-8	96	1.6	-18	0	-98	-73	93	-35
CCN(CC)c1ccc(CNCCc2ccccc2F)cc1	-2	104	-5.3	3	2	-4	1	104	2
C1=C(CCNCc2ccccc2)CCCC1	3	98	1.0	3	0	1	1	99	2
COC(=O)C1=C(c2cc3ccccc3o2)C[C@@H]2CC[C@H]1N2C(=O)NCCO	2	106	2.2	-5	0	-8	2	97	5

Quoted from the listing:
Result of N=C1c2ccccc2CN1NC(=O)c1ccc(Br)cc1 under Fam108B counter: 3
Result of COc1ccc(C(=O)CN2CCCCC2)cc1 under Bcl-xL primary: 3

Other records.
SMILES	Fam108B counter	AGP1 TOR yeast	MEX-5 binding	VLA-4 inh	GRK2 inh	MCL1 BIM primary	Bcl-xL primary	CIT2 TOR yeast	GLD-1 RNA inh
Cc1ccc(C)c(OCC(=O)N2CCN(Cc3ccc4c(c3)OCO4)CC2)c1	-6	103	2.9	3	0	-3	2	105	5
Cc1ccc(S(=O)(=O)Nc2cc(C(=O)N3CCC4(CC3)OCCO4)ccc2N2CCCCC2)cc1	3	106	0.6	-1	3	-3	-1	109	4
CC(=O)NNC(=O)CN1C(=O)CN=C(c2ccccc2)c2cc(Br)ccc21	1	99	0.5	5	7	1	0	95	2
CCc1cccc(C)c1NC(=S)N1CC2CC(C1)c1cccc(=O)n1C2 (stereo not given)	1	94	0.9	6	1	5	6	99	2
COc1ccc(C[C@@H]2c3cc(O)c(OC)cc3CCN2C)cc1O	4	nt	2.5	nt	nt	6	8	nt	2
COc1ccc(CCn2c(O)c(C=NCc3ccc4c(c3)OCO4)c(=O)[nH]c2=O)cc1OC	-1	101	-0.2	13	4	1	-1	107	3
O=C(O)C1C2CCC(O2)C1C(=O)Nc1cccc(Br)c1 (stereo not given)	-2	90	0.0	15	0	10	1	87	4
Clc1ccc(C[n+]2c(-c3ccccc3)cc(-c3ccccc3)cc2-c2ccccc2)cc1	1	108	-0.5	-10	0	2	9	103	7
COc1cccc(-n2c(CN3CCOCC3)nc3ccc([N+](=O)[O-])cc3c2=O)c1	-5	103	1.5	-1	2	-2	5	107	-7
Cc1cccn2c(=O)c3c(nc12)N1CCC(Cc2ccccc2)CC1C1(C3)C(=O)N(C)C(=O)N(C)C1=O (stereo not given)	-2	94	3.6	-1	6	-6	-4	84	-9
CC(=NCCN1CCCCC1)c1c(O)n(-c2ccc(Cl)cc2)c(=O)[nH]c1=O	4	102	-4.8	-2	0	12	2	99	-3
O=C(C(=O)N1CCOCC1)c1cn(Cc2c(F)cccc2Cl)c2ccccc12	2	111	0.2	0	3	1	1	107	4
CC1=C(C(=O)O)N2C(=O)C(NC(=O)Cc3ccccc3)C2SC1 (stereo not given)	-2	104	2.4	-2	1	8	3	95	5
CCN(CC)CCN=C(C)c1c(O)n(-c2ccccc2OC)c(=O)[nH]c1=O	9	111	1.7	-11	1	7	4	117	1
COCCCn1c(N)c(C(=O)Nc2ccccc2)c2nc3ccccc3nc21	6	107	-8.2	13	0	2	4	97	1
Cc1cc(C(=O)N2CCC3(CC2)OCCO3)cs1	0	107	1.8	20	4	0	0	98	1
CCN1CCC2(CC1)NC(=O)c1ccccc1O2	2	102	-0.5	-156	0	10	3	115	0
ON1C2CCCCC2N(O)C1c1ccccc1F (stereo not given)	6	107	-0.1	9	0	-6	-6	107	4
CN1CCN(c2nc(N(C)C)oc(=O)c2C#N)CC1	0	102	-1.9	1	1	1	5	124	-2
Cc1cc(OCC(=O)NCc2ccncc2)c2c3c(c(=O)oc2c1)CCC3	0	102	0.4	12	0	1	9	99	1
Cc1ccccc1-c1nc(CS(=O)CC(=O)N2CCC3(CC2)OCCO3)c(C)o1 (stereo not given)	-1	106	2.0	-1	0	-6	2	95	9
c1ccc2c(CN3CCCCC3)c[nH]c2c1	-2	122	-1.0	0	2	5	3	121	-2
COC1=CCC2([N+](=O)[O-])CN(C)CC1([N+](=O)[O-])C2 (stereo not given)	1	99	-2.0	3	1	2	2	101	-1
CCN1CCN(Cc2nc3ccc([N+](=O)[O-])cc3c(=O)n2-c2ccccc2F)CC1	0	107	1.1	13	0	-1	1	107	10
COc1ccc(N=C(C)c2c(O)n(C)c(=O)n(C)c2=O)c(OC)c1	-1	93	-1.1	-2	0	2	0	92	6
COc1ccc2c(c1OC)C(=O)OC2c1c(O)n(Cc2ccc(F)cc2)c(=O)[nH]c1=O (stereo not given)	-3	103	2.7	-19	0	16	-7	94	-7
CC(OC(=O)c1cn(C)c2ccccc12)C(=O)N1CCCC1 (stereo not given)	nt	101	nt	9	0	-12	-8	106	8
O=c1[nH]c(O)c(Cc2ccc3c(c2)OCO3)c(=O)[nH]1	0	100	1.7	13	0	4	9	102	1
Cc1ccccc1NC(=O)NCCN1CC1	-8	101	0.3	9	0	3	1	95	-3
COc1ccc(-c2nn(CCC#N)cc2C(=O)O)cc1	-1	97	3.0	5	0	2	3	99	-7
CCC(=NCCO)c1c(O)n(-c2ccc(Cl)cc2)c(=O)[nH]c1=O	1	101	0.5	10	0	6	1	104	6
Cc1ccc(N(C)C(=O)Oc2cccc3ccc(C)nc23)cc1	0	94	3.7	-4	0	0	0	84	-9
Cc1cccc(-n2c(-c3ccccc3)nc3ccccc3c2=O)n1	-3	107	-0.5	1	0	-3	3	95	2
Cc1ccc(-c2nn(CCC#N)cc2C(=O)O)cc1C	0	97	0.7	4	0	2	1	99	-5
CCN(CC)CCCN=Cc1c(O)n(-c2ccccc2F)c(=O)[nH]c1=O	-7	87	2.0	20	0	1	-5	102	6
Cn1c(O)c(C(=Nc2ccc(F)cc2)c2ccccc2Cl)c(=O)n(C)c1=O	0	128	-3.9	3	4	-4	2	75	-1
COC(=O)C1=C(c2ccc(OCc3ccccc3)cc2)C[C@@H]2CC[C@H]1N2C(=O)NCc1ccccc1	nt	101	nt	-3	0	-1	6	103	0
O=c1[nH]c(=O)n(C2CCCCC2)c(O)c1C=Nc1ccc(N2CCOCC2)cc1	-4	96	-0.1	14	0	2	4	93	3
Cc1c(C(c2ccc(Br)cc2)c2c(O)c3ccccc3oc2=O)c(=O)n(-c2ccccc2)n1C (stereo not given)	4	109	-2.1	-8	0	4	3	108	5
COC(=O)C1=C(c2ccc(-c3ccccc3)c(F)c2)C[C@@H]2CC[C@H]1N2C(=O)NC1Cc2ccccc2C1	nt	95	nt	0	0	5	5	95	1
O=C(OCC(=O)c1ccc([N+](=O)[O-])cc1)/C(=C\c1ccc(Cl)cc1)NC(=O)c1ccccc1	5	95	-0.2	-3	0	3	4	96	-2
CCCCC/C(=N/O)c1c(C)[nH]c2ccccc12	-2	106	-1.9	3	0	1	7	100	-2
C[C@]12CCC3C(CC[C@H]4C[C@@H](O)CC[C@]34C)[C@H]1C=CC2=O (stereo not given in full)	nt	92	nt	1	1	nt	nt	89	-4
N#CCCn1cc(C(=O)Nc2ccccc2Cl)c(-c2ccc(F)cc2)n1	1	99	0.3	-3	0	6	-2	103	6
CCCCC(=O)N/N=C/c1c(O)n(Cc2ccco2)c(=O)[nH]c1=O	-4	97	-2.6	5	5	4	-1	101	-9
CC(=O)OC1(c2ccccc2)CCN(C2CCCCC2)CC1C (stereo not given)	2	101	-1.7	-3	0	7	3	101	-1
Fc1ccc(CNC2CN3CCC2CC3)cc1 (stereo not given)	5	102	0.9	-6	0	8	3	104	8
COc1ccc(CN2C(=O)NC(=O)/C(=C\c3cccc(OC)c3OC)C2=O)cc1	2	98	6.2	21	5	-14	-8	90	-10
Cc1ccc(N2C(=O)CC(=O)NC2=O)c(C)c1	-11	101	6.3	10	0	-3	-4	97	-11
Cc1nc2ccccc2c(=O)n1-c1ccccc1[N+](=O)[O-]	-4	106	-1.1	-3	0	0	1	114	-14
CN1CCN(/N=C/c2c(O)n(C)c(=O)n(C)c2=O)CC1	-6	107	0.9	3	0	-8	-1	106	-5
Cc1c(C(=O)N2CCC3(CC2)OCCO3)oc2ccc(S(=O)(=O)N3CCOCC3)cc12	-1	100	-0.9	5	3	-3	2	102	4
C=Cn1ccnc1P(O)(=S)c1nc(C)c(CCOC(C)=O)s1 (stereo not given)	-3	91	0.4	5	0	0	-3	96	4
COc1ccc(Cc2c(O)[nH]c(=S)[nH]c2=O)cc1	nt	101	-5.2	1	1	nt	nt	102	nt
CCC(C)n1c(O)c(C=NCCc2ccccc2)c(=O)[nH]c1=S (stereo not given)	-3	108	2.8	-3	2	5	6	91	7
CCN1CCC2(CC1)NC(CO)(CO)CO2	1	104	-2.5	-12	48*	8	10	105	4
CC(=O)Nc1ccc(OC(=O)c2ccccc2N)cc1	5	98	2.3	11	2	-5	-2	nt	6
Cc1ccc2nc(C)n(-c3ccc(F)cc3)c(=O)c2c1	0	100	3.2	-2	0	2	-1	95	5
Cn1cccc1/C=C1/C(=O)NC(=O)N(Cc2ccccc2)C1=O	4	98	0.8	18	0	-7	1	96	-3
C=CCN(c1ccc(C(=O)N(CC)CC)cc1)S(C)(=O)=O	-3	99	-2.5	-13	0	1	6	91	5
CC(C)n1c(=O)c(C=Nc2ccc(Cl)cc2)c(O)n(Cc2ccco2)c1=O	-2	102	-2.1	20	5	-29	-16	97	-11
CC12CNCC(C)(CNC1)C2O (stereo not given)	-1	97	0.2	7	0	4	1	98	5

The list is partial, so the mix of outcomes need not match the whole.
